NSD2 HMT inh: inhibitors of human histone methyltransferase NSD2; O96028; NSD2 peptide methylation, AlphaScreen, 120 min; inhibition, % at 12.5 µM; hit rate 0.54% among 310,000; AID 743445; in the data active means inhibition above about 50%
Target sequence (O96028 whole entry, looked up): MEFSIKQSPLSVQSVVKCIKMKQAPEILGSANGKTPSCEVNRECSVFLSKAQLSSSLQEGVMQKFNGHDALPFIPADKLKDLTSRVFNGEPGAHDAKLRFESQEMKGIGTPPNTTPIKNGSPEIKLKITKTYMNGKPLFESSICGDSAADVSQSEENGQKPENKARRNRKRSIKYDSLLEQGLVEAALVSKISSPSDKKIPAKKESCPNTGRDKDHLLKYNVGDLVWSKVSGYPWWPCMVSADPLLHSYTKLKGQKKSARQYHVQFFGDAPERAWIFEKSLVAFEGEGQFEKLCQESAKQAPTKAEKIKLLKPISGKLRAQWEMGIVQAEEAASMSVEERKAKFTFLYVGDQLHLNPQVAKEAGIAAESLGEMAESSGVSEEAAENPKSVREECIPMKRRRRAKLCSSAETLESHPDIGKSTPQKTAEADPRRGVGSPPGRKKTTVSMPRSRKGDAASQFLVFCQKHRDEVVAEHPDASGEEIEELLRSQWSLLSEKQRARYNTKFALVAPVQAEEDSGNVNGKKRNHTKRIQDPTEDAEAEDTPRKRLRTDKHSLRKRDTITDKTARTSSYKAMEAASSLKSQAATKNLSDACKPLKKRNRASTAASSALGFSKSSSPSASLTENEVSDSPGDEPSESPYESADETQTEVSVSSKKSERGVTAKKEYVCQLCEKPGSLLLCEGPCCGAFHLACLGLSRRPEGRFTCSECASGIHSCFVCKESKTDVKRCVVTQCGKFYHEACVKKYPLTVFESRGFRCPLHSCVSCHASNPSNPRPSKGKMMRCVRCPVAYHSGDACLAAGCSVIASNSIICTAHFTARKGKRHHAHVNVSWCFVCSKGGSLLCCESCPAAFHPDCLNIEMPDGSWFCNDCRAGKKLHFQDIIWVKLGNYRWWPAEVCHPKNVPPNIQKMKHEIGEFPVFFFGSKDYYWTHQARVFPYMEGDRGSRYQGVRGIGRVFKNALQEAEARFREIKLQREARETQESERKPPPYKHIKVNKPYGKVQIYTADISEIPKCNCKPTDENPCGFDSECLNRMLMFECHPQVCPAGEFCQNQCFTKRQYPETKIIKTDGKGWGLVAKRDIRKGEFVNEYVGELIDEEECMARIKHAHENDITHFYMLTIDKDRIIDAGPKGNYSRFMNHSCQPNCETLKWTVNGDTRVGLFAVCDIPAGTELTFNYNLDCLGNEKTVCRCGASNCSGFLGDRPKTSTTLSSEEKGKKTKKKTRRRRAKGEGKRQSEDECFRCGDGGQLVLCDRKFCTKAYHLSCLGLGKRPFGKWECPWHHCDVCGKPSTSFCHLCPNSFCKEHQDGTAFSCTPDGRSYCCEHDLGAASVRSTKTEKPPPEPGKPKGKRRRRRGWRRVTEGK
Keap1 Nrf2 FP: disrupts human Keap1 binding to Nrf2 peptide; Keap1 Kelch-Nrf2 peptide fluorescence polarization, 1536-well; Q14145; inhibition, % at 9.4 µM; hit rate 0.15% among 340,000; AID 504523; in the data active means inhibition above about 12%;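 further: human Keap1 Kelch domain with fluorescein labeled Nrf2 9mer peptide probe; 0% = neutral control wells and 100% = peptide positive control; higher means more block of Keap1 binding to Nrf2 peptide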
PKA-R2B act: activates the human PKA-R2B holoenzyme complex; PKA-R2B holoenzyme dissociation, Cy5-IP20 fluorescence polarization; R2B truncated from residue 108, S112A mutant; 0% DMSO only, 100% 113 µM cGMP; activation, % at 11.4 µM; hit rate 0.079% among 340,000; AID 504700;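 active means activation above a cutoff set at the mean over all compounds plus 3 SD, cut at about 18% in these data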;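 further: higher means more holoenzyme dissociation and a rise in polarization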
PvdQ inh: P. aeruginosa PvdQ acylase inhibition. hit rate 0.063% among 340,000. purified PvdQ acylase, fluorescence plate reader. inhibition, % at 10 µM; in the data active means inhibition above about 30%, passing the limit was not always enough;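 further: 0% = vehicle neutral wells and 100% = reference inhibitor wells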
SR-BI uptake up: enhances SR-BI lipid uptake from DiI-HDL. CHO ldlA[mSR-BI] cells, DiI-HDL uptake fluorescence, 3 h; 100 = double the neutral-control signal. activation, % at 12.5 µM. hit rate 0.096% among 320,000. AID 504775;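 active means mean replicate activation of at least 60% and every replicate at or above 60%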;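 further: 0% = median plate neutral-control signal and 100% = twice that signal; values of inactives mirror those of a sister screen read the other way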
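Assay system: LDL receptor-deficient CHO ldlA cells overexpressing murine SR-BI / Medium: BSA-supplemented, HEPES-buffered Ham's F12, pH 7.4 / Probe or stimulus: DiI-labelled HDL at 10 µg/mL final / Timing: compound with DiI-HDL co-incubation, 3 h at 37 °C / Technique: bottom-read cell fluorescence after medium removal, ex 550/em 595 nm / Measure: HDL uptake via cellular fluorescence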
Arr AP2 block: inhibitors of human beta-arrestin and AP2 interaction; FITC-arrestin peptide / GST-AP2 beads, flow cytometry; AP2 beta2 appendage carries R879A mutation; inhibition, % at 10 µM; hit rate 0.31% among 340,000; AID 504490;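 active means inhibition above a set limit, near 3 SD of compounds lacking own fluorescence, cut at about 54% in these data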;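 further: plate controls were DMSO wells for no effect and 5 µM unlabelled arrestin peptide for full effect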
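Assay system: GST-AP2 R879A bound to glutathione beads, E. coli-expressed; Medium: PBS with 0.05% Tween 20 and 0.1% BSA; Also added: fluorescein-tagged arrestin peptide at 50 nM final; Timing: 12 min plus 1 h, RT; Measured by: flow cytometry, FL1 (488/535 nm); Evaluation: percent drop in bead-associated FITC signal.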
SR-BI DiI inh: mouse SR-BI HDL lipid transfer inhibition; Q61009; ldlA[mSR-BI] CHO cells, DiI-HDL uptake fluorescence, 3 h; inhibition, % at 12.5 µM; hit rate 0.96% among 320,000;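 active means mean replicate inhibition of at least 70% and a set share of replicates each scoring 70 or more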;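 further: 0% = median of neutral control wells and 100% = median of positive control wells; values of inactives mirror those of a sister screen read the other way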
RTF Ca sens inh: cardiac RTF calcium desensitization | P19429+P45379 | IANBD-labeled cardiac RTF, Ca2+ fluorescence | AID 493244 | inhibition, % at 7.15 µM | hit rate 0.12% among 340,000;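 active means inhibition above the mean inhibition of all tested compounds plus 3 SD, cut at about 17% in these data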;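 further: assay run at fixed EC70 calcium of 1.6 mM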
LANA DNA inh: KSHV C-LANA DNA binding inhibition; MBP-C-LANA/FAM-LBS DNA binding, fluorescence polarization; inhibition, % at 9 µM; hit rate 0.078% among 340,000;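 active means highest replicate inhibition at or above 60% at 9 µM, even if other replicates fall short; inactive means all replicates below 60% inhibition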;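 further: 0% = neutral control wells and 100% = 4 µM acridine orange control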
DAGLB inh: diacylglycerol lipase beta (human) inhibition; AID 504411; inhibition, % at 5.17 µM; HEK293T DAGLB membrane lysate, EnzChek fluorogenic substrate; hit rate 0.059% among 340,000; Q8NCG7; in the data active means inhibition above about 34%;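 further: 0% = enzyme with vehicle and 100% = wells lacking enzyme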
* = called active by the depositor; . = no result given.

Sequence of screens – LANA DNA inh	SR-BI DiI inh	Arr AP2 block	DAGLB inh	PvdQ inh	Keap1 Nrf2 FP	NSD2 HMT inh	RTF Ca sens inh	SR-BI uptake up	PKA-R2B act
> C=CCn1c(SCC(=O)Nc2ccccc2OC)nc2c([nH]c3ccccc32)c1=O
  -0.2	7.7	0.1	2.0	-10.2	-8.3	-1.3	-10.5	-7.7	-2.6
> CCc1ccc(/C=N/NC(=O)Cc2cccn2C)cc1
  -1.2	2.9	23.9	3.4	9.4	-2.3	3.7	-0.4	-2.9	-5.2
> CCN(CC(=O)Nc1ccc2c(c1)OCCO2)C(=O)CN1C(=O)NC(C)(c2ccc(C)cc2)C1=O (centres undefined)
  -0.2	-6.2	5.5	-0.4	10.6	-3.9	1.5	0.3	6.2	-3.8
> Cc1cc(C)n2nc(C(=O)NNC(=O)c3ccccc3)nc2n1
  0.2	-5.7	-11.1	-1.6	-12.5	-1.4	-2.5	-2.1	5.7	0.2
> O=C(c1ccccc1Cl)N1N=C(c2cccs2)CC1c1cccc(O)c1 (centres undefined)
  1.1	25.7	5.4	-1.5	-12.7	-6.3	6.6	-0.4	-25.7	5.4
> Cc1cc(C)n2nc(C(=O)Nc3ccc4c(c3)OCCO4)nc2n1
  -0.1	-2.6	7.7	-5.4	12.4	-3.2	-0.7	-2.2	2.6	-0.1
> O=C(Nc1ccc(CN2CCCCC2)cc1)c1cccc(Br)c1
  -0.5	-29.6	12.4	-2.3	-2.3	1.1	-1.8	-1.5	29.6	-7.0
> CCC(=O)N1CCc2cc(S(=O)(=O)CCC(=O)N3CCN(c4ccccc4)CC3)ccc21
  0.0	5.5	2.7	-0.6	-6.7	-0.6	-1.4	4.9	-5.5	2.0
> CCN1C(=O)C(O)(CC(=O)c2c(C)coc2C)c2ccccc21 (centres undefined)
  1.7	-13.4	-19.7	0.6	-14.7	-6.9	-0.2	-4.8	13.4	9.8
> COc1ccc(C/C(C)=N/NC(=S)Nc2ccc(Cl)cc2)cc1
  -2.1	.	23.2	-4.9	1.0	-3.5	2.2	1.0	.	6.7
> CCN(CC)C(=O)C1=C(C)Nc2ncnn2C1c1cccnc1 (centres undefined)
  0.0	-20.1	6.5	-2.4	-12.2	-7.6	24.1	-3.5	20.1	-6.5
> CC(c1ccccc1)N1CC(C(=O)O)CC1=O (centres undefined)
  0.3	-1.6	34.3	4.1	1.2	-1.5	-2.5	-19.3	1.6	2.9
> CSc1ccc(C2Nc3ccccc3-c3cc(C)nn32)cc1 (centres undefined)
  0.4	62.6	-0.3	-4.2	-2.5	-3.7	-4.2	-2.9	-62.6	-8.8
> COC(=O)c1ccc(NC(=O)CNc2ccccc2)cc1
  0.3	2.2	4.6	-3.6	-13.7	-3.0	0.1	-8.6	-2.2	-13.8
> COc1cccc(NC(=S)N/N=C2\CC(C)(C)Oc3ccc(O)cc32)c1
  -0.7	6.8	6.5	0.5	4.0	3.9	0.4	6.3	-6.8	-10.1

Random excerpt: two compounds from above, in no set order.
Sequence of screens – LANA DNA inh	SR-BI DiI inh	Arr AP2 block	DAGLB inh	PvdQ inh	Keap1 Nrf2 FP	NSD2 HMT inh	RTF Ca sens inh	SR-BI uptake up	PKA-R2B act
> COC(=O)c1ccc(NC(=O)CNc2ccccc2)cc1
  0.3	2.2	4.6	-3.6	-13.7	-3.0	0.1	-8.6	-2.2	-13.8
> COc1cccc(NC(=S)N/N=C2\CC(C)(C)Oc3ccc(O)cc32)c1
  -0.7	6.8	6.5	0.5	4.0	3.9	0.4	6.3	-6.8	-10.1

Of the compounds above, these contain an aryl thioether with sulfur outside any ring.
Sequence of screens – LANA DNA inh	SR-BI DiI inh	Arr AP2 block	DAGLB inh	PvdQ inh	Keap1 Nrf2 FP	NSD2 HMT inh	RTF Ca sens inh	SR-BI uptake up	PKA-R2B act
> C=CCn1c(SCC(=O)Nc2ccccc2OC)nc2c([nH]c3ccccc32)c1=O
  -0.2	7.7	0.1	2.0	-10.2	-8.3	-1.3	-10.5	-7.7	-2.6
> CSc1ccc(C2Nc3ccccc3-c3cc(C)nn32)cc1 (centres undefined)
  0.4	62.6	-0.3	-4.2	-2.5	-3.7	-4.2	-2.9	-62.6	-8.8

More results
Sequence of screens – LANA DNA inh	SR-BI DiI inh	Arr AP2 block	DAGLB inh	PvdQ inh	Keap1 Nrf2 FP	NSD2 HMT inh	RTF Ca sens inh	SR-BI uptake up	PKA-R2B act
> CC(=O)c1c(-c2ccccc2)c2cc(Cl)ccc2n(C)c1=O
  2.1	4.6	-3.4	2.0	-10.5	-4.5	5.5	-2.8	-4.6	-1.8
> Cc1c(CCC(=O)O)c(=O)oc2c(C)c(OCc3cc4c(cc3Cl)OCO4)ccc12
  0.1	3.0	-10.3	1.1	-4.1	-1.4	-2.9	-8.7	-3.0	0.9
> Cc1ccc2nc3n(c2c1)CCCN3
  -5.5	-5.0	7.4	-1.6	4.1	-2.2	.	-5.6	5.0	1.8
> O=C(N/N=C/c1ccc(F)c(F)c1)c1cccc(S(=O)(=O)N2CCCCC2)c1
  -2.8	6.2	34.1	-1.9	-3.0	0.0	1.8	6.7	-6.2	0.0
> Cn1nccc1C(=O)N1CCC(Cc2ccccc2)CC1
  2.5	-3.1	21.7	-2.9	-7.7	-4.5	19.9	3.3	3.1	-3.9
> Cc1ccc(-n2ncc3c(NNC(=O)c4ccco4)ncnc32)cc1C
  -0.5	11.1	-13.7	2.2	-3.4	-1.4	-2.2	-2.2	.	-2.4
> CCOc1ccccc1N1CCN(C(=O)CN2C(=O)NC3(CCCC3)C2=O)CC1
  -1.2	-2.1	34.3	-2.5	9.3	2.3	-2.2	4.7	2.1	-6.4
> CC1(C)CC(=O)/C(=C\c2cccc([N+](=O)[O-])c2)C(C)(C)N1
  -5.6	-17.2	7.9	1.5	-7.5	-11.3	11.0	-9.8	17.2	-7.8
> CCOc1ccc(N(CC(=O)Nc2ccc(C)cc2)S(=O)(=O)c2c(C)noc2C)cc1
  -0.6	11.6	9.0	-9.6	9.3	-1.4	.	6.9	-11.6	-2.8
> Cc1ccc(C2CCN(C(=S)NC(C)C)C2)cc1 (centres undefined)
  -0.7	.	-15.2	-3.0	-8.2	-1.1	-5.2	-6.0	.	-4.5
> CCn1ncc(/C=N/N=C2\CCC3C4CCc5cc(O)ccc5C4CCC23C)c1C (centres undefined)
  1.3	35.3	-7.4	-1.4	-3.8	3.7	-2.1	-13.1	-35.3	-3.3
> Cc1cccc(NC(=O)CSc2nnc(CCC(=O)Nc3ccc(C)c(Cl)c3)n2C)c1
  -3.3	20.3	16.6	-1.8	8.2	-3.7	-2.7	-3.3	-20.3	-15.4
> COCCNC(=O)c1ccc2c(c1)C(=O)c1ccccc1-2
  -0.1	-14.3	-3.3	-1.9	-9.0	-3.5	1.8	-11.1	14.3	-5.4
> COc1ccc(NC(=O)CCN2C(=O)[C@@H]3[C@H](C2=O)[C@H]2C=C[C@@H]3C2)cc1
  1.8	-6.7	-16.2	-0.6	-5.8	2.1	-2.1	-2.2	6.8	-4.8
> COc1ccc(-c2cc(C(F)(F)F)nc(N3CCOCC3)n2)cc1OC
  1.0	16.8	19.3	-11.2	7.7	-3.3	-1.6	2.4	-16.8	-8.7

Record cards, as listed above. Order of values: LANA DNA inh	SR-BI DiI inh	Arr AP2 block	DAGLB inh	PvdQ inh	Keap1 Nrf2 FP	NSD2 HMT inh	RTF Ca sens inh	SR-BI uptake up	PKA-R2B act
COC(=O)c1ccc(NC(=O)CNc2ccccc2)cc1 reads 0.3	2.2	4.6	-3.6	-13.7	-3.0	0.1	-8.6	-2.2	-13.8
CCc1ccc(/C=N/NC(=O)Cc2cccn2C)cc1 reads -1.2	2.9	23.9	3.4	9.4	-2.3	3.7	-0.4	-2.9	-5.2
CCC(=O)N1CCc2cc(S(=O)(=O)CCC(=O)N3CCN(c4ccccc4)CC3)ccc21 reads 0.0	5.5	2.7	-0.6	-6.7	-0.6	-1.4	4.9	-5.5	2.0
Cc1ccc(C2CCN(C(=S)NC(C)C)C2)cc1 (centres undefined) reads -0.7	.	-15.2	-3.0	-8.2	-1.1	-5.2	-6.0	.	-4.5
COc1ccc(-c2cc(C(F)(F)F)nc(N3CCOCC3)n2)cc1OC reads 1.0	16.8	19.3	-11.2	7.7	-3.3	-1.6	2.4	-16.8	-8.7

Next records:
Sequence of screens – LANA DNA inh	SR-BI DiI inh	Arr AP2 block	DAGLB inh	PvdQ inh	Keap1 Nrf2 FP	NSD2 HMT inh	RTF Ca sens inh	SR-BI uptake up	PKA-R2B act
> C=CCn1c(C)nnc1SCC(=O)Nc1ccccc1C(=O)NC1CC1
  -0.7	-1.8	-9.0	2.1	-13.6	-0.8	-6.5	-1.2	1.8	-5.8
> ClCc1csc(-c2ccccc2Cl)n1
  -0.1	-26.7	38.7	-3.4	9.6	-2.4	-2.6	-4.0	26.7	7.4
> CC(C)COP(=O)(OCC(C)C)C(O)c1ccc2c(c1)OCO2 (centres undefined)
  -0.4	-15.4	13.3	-3.7	2.9	-2.4	-0.7	1.5	15.4	-0.3
> CC1CCCN(c2ccc([N+](=O)[O-])s2)C1 (centres undefined)
  -3.7	-31.3	2.7	4.5	3.2	-14.3	3.5	1.1	31.3	2.0
> COC(=O)c1ccc(N/N=C/c2cc([N+](=O)[O-])cc(OC)c2O)cc1
  1.0	-0.1	-17.4	5.8	-5.7	-1.1	-3.7	-0.4	0.1	-8.3
> O=C(c1ccc([N+](=O)[O-])cc1)N1CCN(Cc2ccccc2)CC1
  -3.4	-4.0	7.2	-1.7	-11.6	-2.0	-0.3	-2.4	4.0	-0.7
> Cc1csc(NC(=O)C2C3C=CC(O3)C2C(=O)O)n1 (centres undefined)
  0.6	-23.3	10.9	-3.0	7.2	3.7	-0.2	13.8	23.3	4.7
> O=C(COC(=O)CCc1ccccc1)NNC(=O)c1ccccc1
  0.7	-6.4	-2.7	-1.8	-11.2	-5.0	-2.7	-16.6	6.4	-0.6
> C=C(C)C(O)CC/C(C)=C/Cc1c(O)ccc(C(=O)/C=C/c2ccc(O)cc2)c1O (centres undefined)
  1.1	36.6	13.2	-1.2	11.4	-2.2	.	-6.6	-36.6	-3.1
> O=C(COC(=O)Cc1ccccc1F)NCCc1ccccc1
  1.6	-41.2	-5.4	-11.1	-3.6	-0.7	-1.3	2.3	41.2	8.5
> CC(=O)Nc1ccc(-c2ccccc2)s1
  0.2	-15.0	-30.4	0.9	10.6	-2.9	-6.9	12.6	.	-4.3

Compound activity (PubChem BioAssay)

Hits appear at their usual frequency; overall some 2.1% were active at least once.
